Screening results: PubChem BioAssay, National Center for Advancing Translational Sciences (NCATS)
Rab9 promoter act: qHTS Assay for Rab9 Promoter Activators | Potency, µM (top dose mostly 9.22 µM), inactives show at the highest dose activation, negative = inhibition, hits mostly activators | AID 485297, 2010 | 320,000 compounds, 2.8% hits | Huh7 Rab9 promoter-luciferase reporter, luminescence, 24 h; note: % of control where 0% means no effect; nearly all actives have a fitted effect of over 60% in size
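Huh7 reporter line, Rab9 promoter upstream of luciferase. Compound exposure 24 h at 37 °C in reduced-serum medium with 10% FBS. Read-out: luminescence.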
FLuc modulator: qHTS profiling assay for firefly luciferase inhibitor/activator using purifed enzyme and Km concentrations of substrates (counterscreen for miR-21 project); Luciferin 4-monooxygenase (Photinus pyralis), P08659; purified FLuc, Km substrates, luminescence inhibition; Potency, µM (highest dose often 57.5 µM), for inactives: at the top dose activity change, negative = inhibition, actives largely listed as inhibitors; 360,000 compounds, 6.9% hits;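 note: plate controls were vehicle for no effect and reference inhibitor for full effect; nearly all actives have a fitted effect of over 55% in size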
Target sequence (P08659 whole entry, looked up): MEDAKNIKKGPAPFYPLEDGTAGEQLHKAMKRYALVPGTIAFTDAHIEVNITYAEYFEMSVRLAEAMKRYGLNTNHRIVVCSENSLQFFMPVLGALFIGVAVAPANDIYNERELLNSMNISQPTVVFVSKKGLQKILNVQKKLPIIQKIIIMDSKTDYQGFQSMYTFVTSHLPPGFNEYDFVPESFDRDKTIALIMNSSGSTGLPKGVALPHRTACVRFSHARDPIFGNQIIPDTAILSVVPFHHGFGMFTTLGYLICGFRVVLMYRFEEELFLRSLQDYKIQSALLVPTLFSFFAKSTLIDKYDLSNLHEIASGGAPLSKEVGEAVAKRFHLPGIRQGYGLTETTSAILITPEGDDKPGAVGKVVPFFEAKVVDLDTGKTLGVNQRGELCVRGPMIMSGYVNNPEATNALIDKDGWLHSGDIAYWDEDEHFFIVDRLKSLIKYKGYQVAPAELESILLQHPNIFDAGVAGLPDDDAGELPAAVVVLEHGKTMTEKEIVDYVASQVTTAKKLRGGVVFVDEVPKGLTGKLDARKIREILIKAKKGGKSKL
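Purified P. pyralis luciferase (10nM final) with 10uM D-luciferin and 10uM ATP (Km levels) in 50mM Tris acetate pH 7.5, 10mM Mg acetate, 0.01% Tween-20, 0.05% BSA; qHTS 6-point titration, ~60 µM downward; luminescence read.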
NPC1 prom act: qHTS Assay for NPC1 Promoter Activators. Huh7 NPC1 promoter luciferase reporter, 24 h. Potency, µM (highest dose often 9.22 µM), for inactives: at the highest dose activation, most hits filed as activators. 320,000 compounds, 2.4% hits;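 note: % of control where 0% means no effect; nearly all actives have a fitted effect of over 60% in size; reporter is driven by a mutant NPC1 promoter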
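NPC1 promoter–luciferase Huh7 cells; 24 h compound; luminescence.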
uPA surface inh: qHTS for Inhibitors of Cell Surface uPA Generation; cell surface uPA generation assay, qHTS; 330,000 compounds, 0.31% hits; Potency, µM (top dose mostly 38.3 µM), for the others: at the top dose activity change, negative = inhibition, usual class: inhibitors; active = well fitted inhibition curve with a large enough effect; inconclusive = small, poorly fitted or top-dose-only effect; inactive = no such curve, though single readings can be large or run the other way; tested in mouse RAW 264.7 cells; note: % is set by controls: 0 for no effect and ±100 for the full control effect; nearly all actives have a fitted effect of over 55% in size
MBNL1 CUG block: qHTS Assay for Inhibitors of MBNL1-poly(CUG) RNA binding | Potency, µM (highest dose often 57.5 µM), inactives show at the highest dose activity change, negative = inhibition, most hits filed as inhibitors | 280,000 compounds, 0.036% hits | AID 2675, 2010 | TR-FRET MBNL1-His/biotin-(CUG)12 binding, 665/545 ratio | Muscleblind-like protein 1 (Homo sapiens), Q9NR56; active = well fitted inhibition curve with a large enough effect in the signal ratio, with a control signal flat, not every such curve was filed as active; inconclusive = small, poorly fitted or top-dose-only effect, or effect the other way, or a change in a side signal; inactive = no such curve, though single readings can be large or run the other way; the % refers to the signal ratio; note: % is set by controls: 0 for no effect and ±100 for the full control effect
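His-tagged MBNL1 binding to biotinylated (CUG)12 RNA was measured by TR-FRET using terbium anti-His antibody (0.055 ng/ul final) and streptavidin-XL665 (5 nM final). Compounds were titrated 92 nM to 58 uM; 60 min at room temperature.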
p53 reactivation: qHTS assay for re-activators of p53 using a Luc reporter; H1299 p53-A138V BP100-luciferase reporter, luminescence, 24 h; Potency, µM (series often up to 92.2 µM), inactives show top-dose activity change, positive = activation, actives largely listed as activators; 320,000 compounds, 0.063% hits; note: % of control where 0% means no effect; nearly all actives have a fitted effect of over 45% in size
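p53-null H1299 cells stably carrying temperature-sensitive p53-A138V and a BP100-luciferase reporter were pinned with compounds (4-point, 1:5 series) and held 24 hrs at 37 deg C. Luminescence was read 10 min after detection reagent.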
ELG1 genotox: qHTS screen for small molecules that induce genotoxicity in human embryonic kidney (HEK293T) cells expressing luciferase-tagged ELG1 | AID 504466, 2011 | Potency, µM (series often up to 46 µM), for the others: at the top dose activity change, positive = activation, actives largely listed as activators | HEK293T ELG1-luciferase reporter, luminescence, 16 h | 330,000 compounds, 1.3% hits; note: % of control where 0% means no effect; nearly all actives have a fitted effect of over 60% in size
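HEK293T cells expressing luciferase-tagged ELG1 were treated with compound or DMSO for 16 hr at 37°C. Luciferase activity was then read after 30 min with ONE-Glo at room temperature; rising signal flags genetic stress.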
RORg inh: qHTS for inhibitors of ROR gamma transcriptional activity; Nuclear receptor ROR-gamma (Mus musculus), P51450; Drosophila S2 Gal4-RORgamma UAS-luciferase reporter, 20 h; Potency, µM (titrated, usually from 53.6 µM), inactives show at the highest dose activity change, negative = inhibition, usual class: inhibitors; 310,000 compounds, 5.4% hits; note: % is set by controls: 0 for no effect and ±100 for the full control effect; nearly all actives have a fitted effect of over 60% in size
Target sequence (P51450 whole entry, looked up, the tested form may be a part): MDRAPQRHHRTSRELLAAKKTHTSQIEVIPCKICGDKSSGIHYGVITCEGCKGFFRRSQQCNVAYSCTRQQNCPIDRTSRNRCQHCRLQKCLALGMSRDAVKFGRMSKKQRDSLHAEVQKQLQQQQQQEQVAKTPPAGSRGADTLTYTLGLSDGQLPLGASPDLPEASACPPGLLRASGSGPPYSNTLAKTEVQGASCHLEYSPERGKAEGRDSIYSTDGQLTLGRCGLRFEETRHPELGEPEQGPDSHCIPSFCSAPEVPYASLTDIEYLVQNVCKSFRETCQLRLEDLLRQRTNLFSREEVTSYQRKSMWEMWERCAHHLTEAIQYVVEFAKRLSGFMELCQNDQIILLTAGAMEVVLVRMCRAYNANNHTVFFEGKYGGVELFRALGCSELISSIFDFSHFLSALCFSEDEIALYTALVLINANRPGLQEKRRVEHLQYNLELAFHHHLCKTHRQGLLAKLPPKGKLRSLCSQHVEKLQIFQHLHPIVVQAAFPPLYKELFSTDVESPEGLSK
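ROR gamma transcriptional activity was tracked as Gal4-UAS luciferase output in stably transfected Drosophila Schneider cells, with compound added 1 hr before 700 uM copper sulfate induction and a 20 hr ambient-temperature incubation.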
BRCA1 expr act: qHTS Assay to Identify Small Molecule Activators of BRCA1 Expression; MCF7-BRCA1-FFLuc reporter, luminescence, 48 h; response scale: scaled: vehicle 0%, 10 µM genistein 100%; Potency, µM (highest dose often 46.1 µM), for the others: at the highest dose activation, usual class: activators; 380,000 compounds, 1.1% hits; AID 624202, 2012; note: nearly all actives have a fitted effect of over 80% in size; some results filed as inactive show a strong effect at the top dose
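First, MCF7-BRCA1-FFLuc cells (2000/well) attach for 2 h; next, compounds are pin-added and incubated 48 h at 37 °C; finally, luciferase reagent is added and luminescence read after 15 min.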
VP16 counter: VP16 counterscreen qHTS for inhibitors of ROR gamma transcriptional activity. Drosophila S2 Gal4-VP16 UAS-luciferase, luminescence, 20 h. 310,000 compounds, 3.5% hits. AID 2546, 2010. Potency, µM (top dose mostly 53.6 µM), inactives show at the top dose activity, negative = inhibition, actives largely listed as inhibitors;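 note: Gal4-VP16 expression switched on by copper sulfate through the metallothionein promoter; % is set by controls: 0 for no effect and ±100 for the full control effect; nearly all actives have a fitted effect of over 50% in size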
Numbers without * were called inactive; u = inconclusive; x = no result given; [ ] = dose if it differs, or a comment. Unless noted, calls come from the whole dose curve; as a rule, active = well fitted curve in the direction sought with a large enough effect; inconclusive = small, poorly fitted or top-dose-only effect, or another doubt; inactive = no such curve, though single readings can be large; an effect the other way counts as inactive or inconclusive. Potency is the fitted concentration of half-maximal effect.

Order of results: RORg inh, ELG1 genotox, NPC1 prom act, Rab9 promoter act, VP16 counter, p53 reactivation, FLuc modulator, uPA surface inh, MBNL1 CUG block, BRCA1 expr act
COc1ccccc1C1C2=C(CC(C)(C)CC2=O)N(CC(=O)O)C2=C1C(=O)CC(C)(C)C2
→ -34.9%, -3.4%, -0.9%, -3.9%, 7.6%, -2.3%, -1.9%, -7.8%, 17.3%, -6.8%
CCOC(=O)N1CCC(NC(=O)Cn2ncc3ccccc32)CC1
→ -6.8%, 1.4%, 0.2%, 13.8%, -8.7%, -1.5%, -1.0%, 7.1%, -2.3%, 17.2%
O=C(Nc1nnc(-c2ccco2)o1)c1ccc(S(=O)(=O)N2CCOCC2)cc1
→ 1.78µM*, -4.1%, -3.9%, -11.2%, 5.62µM*, -2.3%, 0.1%, -25.5%, 2.0%, -2.4%
COc1cc(C)ccc1OCCOCCOc1cc(C)c(C)cc1Br
→ 16.3%[10 µM], -4.8%, -5.3%, 0.3%, u, -19.0%, 3.4%, 5.3%, x, -28.1%
COc1ccc(-c2nc(C#N)c(N3CCC(C)CC3)o2)cc1
→ 2.6%, -5.0%, -3.6%, -9.2%, 4.5%, -0.9%, u, -1.9%, 5.7%, 45.9%
CCN(CC)c1nc(N2CCN(C)CC2)nc2ccccc12
→ 4.1%, -4.6%, -3.7%, 0.1%, 0.5%, x, 5.5%, 6.1%, -2.3%, -10.2%
CCOc1ccc2nc(SCC(=O)N3c4ccccc4Sc4ccccc43)sc2c1
→ -8.0%, 0.3%, -0.6%, -0.9%, -2.6%, -1.5%, -0.9%, -1.4%, -12.7%, -15.4%
CC1(C)CC(=O)c2sc(NC(=O)c3ccccc3)nc2C1
→ 55.6%, u, 0.447µM*, 0.708µM*, 6.3%, -8.8%, 1.9µM*, x, 3.6%, x
c1ccc(COc2ccc3nocc3c2)cc1
→ x, u, 3.16µM*, 2µM*, x, u, 7.57µM*, -28.1%, x, u
CC(=O)c1ccc(N(C(=O)CS(=O)CC(=O)Nc2ccc(F)cc2)C(C(=O)NC2CCCCC2)c2cccs2)cc1 (stereo not drawn)
→ 16.5%, 0.2%, 9.0%, -4.2%, -10.2%, 19.2%, -1.0%, -3.2%, 14.5%, 8.3%
O=C(C1CC=CCC1)N1CCN(C(=O)C2CC=CCC2)CC1 (stereo not drawn)
→ 12.9%, -0.8%, -1.8%, -7.1%, -5.0%, 8.5%, 0.0%, 2.6%, 0.7%, 7.2%
CC1=Nc2ccccc2N=C(NC(=O)CN2CCN(c3ccccc3)CC2)C1c1ccccc1 (stereo not drawn)
→ 1.3%, -3.1%, -3.5%, -3.5%, 3.6%, -2.7%, 3.1%, 3.4%, 2.3%, -17.7%
CCCC(=O)Nc1ccc2c(c1)Cc1ccccc1-2
→ 1.5%, u, 1.78µM*, 2.51µM*, u, x, 9.53µM*, -22.4%, 0.4%, u
COc1ccccc1NC(=O)Cn1c([N+](=O)[O-])cnc1C
→ 3.4%, -3.5%, 2.2%, -3.3%, 4.3%, 3.2%, 4.4%, 3.0%, 14.2%, 3.7%
CCOC(=O)C(CN1CCCC1)c1ccccc1 (stereo not drawn)
→ x, 3.3%, -3.4%, -1.3%, x, -1.2%, -0.1%, 8.7%, x, 10.7%
CC1CCc2nc(NC(=O)CCSc3ccccc3)sc2C1 (stereo not drawn)
→ 1.2%, 12.3%, 0.7%, 2.4%, -1.3%, 8.1%, 2.9%, 13.8%, -6.1%, 50.2%
COc1ccccc1NC(=O)c1ccc(C)c(S(=O)(=O)N2CCCCC2)c1
→ -41.9%, -18.3%, 12.8%, -4.4%, u, -1.2%, u, -2.0%, -4.0%, -62.0%
CCN1C(=O)CSc2ccc(C(=O)NC3CCCCC3)cc21
→ 40.4%, 2.2%, 1.6%, -0.9%, -6.9%, 9.7%, u, x, -23.5%, -16.0%
Cc1cc(NC(=O)CSCC(=O)N(C)Cc2cccc(Cl)c2)no1
→ x, -3.7%, -0.9%, -0.3%, x, 1.7%, -0.1%, 23.8%, x, -0.2%
COc1cc(/C=N/NC(=O)C(=O)NCc2ccco2)ccc1O
→ u, 1.4%, -2.5%, -2.4%, -1.0%, -0.6%, 4.6%, -5.3%, 28.9%, 18.9%
COc1ccc(C(=O)NNC(=O)c2ccc(S(=O)(=O)N3CCOCC3)cc2)cc1
→ 4.5%, -1.1%, -2.3%, 1.1%, -1.0%, 4.4%, 2.9%, 2.6%, 1.5%, 4.8%
CC(CCc1ccccc1)NC(=O)CCN1N=C(c2ccccc2)CCC1=O (stereo not drawn)
→ 23.7%, -7.0%, -3.5%, -4.3%, -7.2%, -1.6%, 1.2%, -2.2%, -0.5%, -4.2%
COc1ccc(N2C(=O)C(Cl)=C(Nc3ccccc3O)C2=O)cc1
→ u, 13.3%, 2.7%, 5.5%, -21.6%, u, u, -5.8%, u, -4.0%
COC(=O)c1ccccc1N(Cc1ccccc1)S(C)(=O)=O
→ 17.1%, -2.4%, -2.7%, -2.5%, -0.3%, -3.4%, 5.1%, 3.0%, -11.0%, -4.5%
CCOC(=O)CSc1nnc(CNC(=O)c2ccc(OC)cc2)n1Cc1ccccc1
→ -8.0%, 1.4%, -4.0%, -5.8%, -2.1%, -4.7%, -0.2%, 4.8%, -6.3%, 11.3%
O=C(CCN1C(=O)/C(=C/c2ccc(F)cc2)SC1=S)NCCCn1ccnc1
→ -7.0%, -4.2%, -0.9%, -1.3%, 4.7%, 26.7%, -4.0%, -2.2%, u, -8.5%
Cc1csc(OCC(=O)Nc2ccc(C)c(C)c2)n1
→ 18.6%, 1.6%, 9.0%, -2.7%, -3.0%, 12.3%, -17.1%, 3.0%, -6.7%, u
c1csc(-c2csc(-c3cccs3)n2)c1
→ u, 20.6µM*, 19.6%, u, -18.3%, 21.8%, 12µM*, 2.6%, u, 50.1%
NC(=O)c1ccc(C2SCC(=O)N2Cc2ccccc2)cc1 (stereo not drawn)
→ -0.3%, -1.3%, 0.4%, 2.2%, 0.9%, -0.5%, 0.2%, 9.6%, -3.1%, -1.7%
CCOC(=O)c1c(NC(=O)CSc2nc3ccccc3o2)sc(C(C)=O)c1C
→ 12.6µM*, 11.8%, -0.5%, -2.4%, u, 13.0%, -2.5%, 2.2%, 18.8%, -16.6%

No new results follow: an excerpt of the list.
Order of results: RORg inh, ELG1 genotox, NPC1 prom act, Rab9 promoter act, VP16 counter, p53 reactivation, FLuc modulator, uPA surface inh, MBNL1 CUG block, BRCA1 expr act
CCOC(=O)C(CN1CCCC1)c1ccccc1 (stereo not drawn)
→ x, 3.3%, -3.4%, -1.3%, x, -1.2%, -0.1%, 8.7%, x, 10.7%
CC1CCc2nc(NC(=O)CCSc3ccccc3)sc2C1 (stereo not drawn)
→ 1.2%, 12.3%, 0.7%, 2.4%, -1.3%, 8.1%, 2.9%, 13.8%, -6.1%, 50.2%

Next part
Order of results: RORg inh, ELG1 genotox, NPC1 prom act, Rab9 promoter act, VP16 counter, p53 reactivation, FLuc modulator, uPA surface inh, MBNL1 CUG block, BRCA1 expr act
CCCCOc1ccc(-c2nnn(CC(=O)NCCc3c[nH]c4ccccc34)n2)cc1
→ u, -3.0%, -0.1%, 16.5%, u, -3.2%, -15.2%, 6.3%, -1.8%, 1.3%
N#CC1=C(N)OC2=C(C(=O)CCC2)C1c1ccsc1 (stereo not drawn)
→ 0.0%, 1.9%, 2.7%, 2.1%, -2.4%, 4.5%, 1.8%, -2.3%, -9.5%, 2.3%
O=C(Nc1ccc(OCc2ccccc2)cc1)Nc1ccccc1C(=O)NCCCN1CCOCC1
→ 5.9%, 6.2%, 1.3%, 4.6%, -9.4%, 2.5%, 19µM*, -3.3%, -7.1%, 31.0%
O=C(NC1CCS(=O)(=O)C1)C1C2CC3CC(C2)CC1C3 (stereo not drawn)
→ 20.7%, 6.5%, -9.0%, 14.3%, -3.2%, 4.3%, -2.8%, 0.7%, x, 0.0%
COC(=O)c1cccc(N(C(=O)c2ccco2)C(C(=O)NC2CCCC2)c2ccc(N3CCOCC3)cc2)c1 (stereo not drawn)
→ 2.7%, 5.3%, -11.0%, 7.4%, -10.5%, 0.5%, 1.3%, -2.5%, 2.7%, -11.7%
C[C@@]12C(=O)Nc3ccc(F)cc3C(=O)N1[C@H]1c3cc(Cl)ccc3OC[C@@H]1[C@@H]2c1ccccc1
→ x, -2.7%, x, x, x, 3.2%, x, u, x, -50.4%
CCN(C(=O)CN1C(=O)S/C(=C\c2ccccc2OC)C1=O)C1CCS(=O)(=O)C1 (stereo not drawn)
→ -20.0%, 0.3%, 0.5%, 3.6%, -5.1%, -1.7%, -1.3%, -3.1%, 15.1%, -13.5%
CCCCC(=O)Nc1sc(C(=O)N(CC)CC)c(C)c1C(=O)OC
→ 1.1%, -2.1%, -0.9%, 1.4%, -9.6%, -10.2%, u, 1.7%, -3.6%, -20.2%
CCOc1cc(/C=C2/C(=N)N3OC(C)=CC3=NC2=O)ccc1OC(=O)c1ccco1
→ -1.1%, -3.1%, 0.0%, 3.8%, 6.5%, 4.2%, -1.0%, 5.2%, -0.1%, -20.0%
